# Screens (PubChem)
# NCI-60 one-dose screen, 48 h, at 10 µM unless noted. Numbers give growth in % (100 = growth as untreated, 0 = no growth, -100 = all killed).
# UO-31: UO-31 renal cancer; 81,000 compounds, 5.2% hits
# CAKI-1: CAKI-1 renal cancer; 75,000 compounds, 4.7% hits
# NCI/ADR-RES: NCI/ADR-RES ovarian cells; 81,000 compounds, 4.4% hits
# IGROV1: IGROV1 ovarian cancer; AID 1794786; 79,000 compounds, 4.7% hits
# TK-10: TK-10 renal cancer cells; 81,000 compounds, 3.9% hits
# ACHN: ACHN renal cancer | AID 1794771 | 81,000 compounds, 4.9% hits
# SN12C: SN12C renal cancer cells; 81,000 compounds, 3.8% hits; AID 1794767
# 786-0: 786-0 renal cancer cells. 81,000 compounds, 5.1% hits. AID 1794775
# Active calls of the source: *; . = no result given. Rule for the calls: active = growth percent below 10; inactive = the rest.
SMILES,UO-31,CAKI-1,NCI/ADR-RES,IGROV1,TK-10,ACHN,SN12C,786-0
CC(=O)OC1C(COS(C)(=O)=O)OC(OC2(COS(C)(=O)=O)OC(COS(C)(=O)=O)C(OC(C)=O)C2OC(C)=O)C(OS(C)(=O)=O)C1OC(C)=O (configuration not stated),84,98,109,106,100,104,98,104
CC(O)(CO)c1ccccc1 (configuration not stated),91,104,103,97,110,95,99,99
O=C(C(Cl)Cl)N(Cc1ccccc1)Cc1ccccc1,81,84,100,102,100,100,94,105
N#CC1=C(c2ccccc2)Nc2c(c(-c3ccccc3)nn2-c2ccccc2)C12C(=O)N(Cc1ccccc1)c1ccccc12 (configuration not stated),99,84,73,107,106,97,93,97
COc1cc(C)c2ccccc2n1,89,92,112,105,101,100,96,101
Cc1cc(CCNC=O)c(C)c2c1oc1ccccc12,74,77,96,111,102,95,84,99
Cc1ccc(C(=N)c2ccccc2Cc2cccc3ccccc23)c(C)c1,72,67,156,41,106,103,88,81
CS(=O)(=O)N(c1cc(-c2ccc3ncnc(Nc4cccc(Cl)c4)c3c2)cnc1Cl)S(C)(=O)=O,2.2*,6.7*,42,-38*,2.1*,12,22,18
Oc1c(Cl)cc(Cl)c(Cc2c(Cl)cc(Cl)c(O)c2Cl)c1Cl,95,95,100,112,105,102,96,98
COc1ccc(/C(=N/NC(N)=O)C(OC)OC)cc1,91,99,98,104,98,99,100,99
CNc1ccc([N+](=O)[O-])cn1,99,99,106,126,98,102,110,108
COc1ccc(NS(=O)(=O)c2ccc(-c3cnc(C4CC4)o3)cc2)cc1,70,48,30,63,80,81,82,81
COc1ccc(N2CSC(=S)N(c3ccc(OC)cc3)C2)cc1,61,74,62,86,86,73,84,69
Cc1nc2c(C)c(C(=O)Nc3ccccc3)sc2c(=O)[nH]1,70,80,104,87,97,94,100,103
COc1cc2cc(NCc3ccc(F)cc3)nc(C)c2cc1OC,50,67,44,59,47,60,51,32
CC(C)Sc1nc(-c2ccc(F)cc2)c(C#N)c(N2CCCCC2)n1,93,95,101,113,.,96,99,93
CC(CNc1ccc(Cl)cc1)(CNc1ccc(Cl)cc1)[N+](=O)[O-],67,66,98,91,101,80,100,104
O=C1COCCN1,93,104,106,105,112,79,97,101
COc1ccc(C2OCC(C)([N+](=O)[O-])CO2)cc1 (configuration not stated),83,.,105,105,107,103,100,.
O=C(O)C(O)C(O)C(=O)O.[NH-]C1CCCCC1[NH-].[Pt+2] (configuration not stated),98,.,107,106,113,101,106,100

# Pulled by compound from the entries so far:
SMILES,UO-31,CAKI-1,NCI/ADR-RES,IGROV1,TK-10,ACHN,SN12C,786-0
Cc1ccc(C(=N)c2ccccc2Cc2cccc3ccccc23)c(C)c1,72,67,156,41,106,103,88,81
CC(O)(CO)c1ccccc1 (configuration not stated),91,104,103,97,110,95,99,99
Oc1c(Cl)cc(Cl)c(Cc2c(Cl)cc(Cl)c(O)c2Cl)c1Cl,95,95,100,112,105,102,96,98
Cc1cc(CCNC=O)c(C)c2c1oc1ccccc12,74,77,96,111,102,95,84,99
Cc1nc2c(C)c(C(=O)Nc3ccccc3)sc2c(=O)[nH]1,70,80,104,87,97,94,100,103

# Back to the main list; the 3 compounds before the break are reprinted first.
SMILES,UO-31,CAKI-1,NCI/ADR-RES,IGROV1,TK-10,ACHN,SN12C,786-0
O=C1COCCN1,93,104,106,105,112,79,97,101
COc1ccc(C2OCC(C)([N+](=O)[O-])CO2)cc1 (configuration not stated),83,.,105,105,107,103,100,.
O=C(O)C(O)C(O)C(=O)O.[NH-]C1CCCCC1[NH-].[Pt+2] (configuration not stated),98,.,107,106,113,101,106,100
c1ccc(-c2nc3sccn3c2CCCN2CCOCC2)cc1,85,89,89,98,100,92,95,96
NC(=O)CCn1ccc2ccccc21,74,112,100,117,105,90,100,110
C#CCOc1cc(/C=N/Nc2nc(-c3ccc(OC)cc3)cs2)ccc1O,73,78,85,92,94,91,87,93
COc1ccccc1C(C[N+](=O)[O-])c1c(-c2ccccc2)[nH]c2ccccc12 (configuration not stated),69,69,86,82,99,90,87,96
O=C(C(=O)c1ccc(O)c(O)c1)c1ccc(O)c(O)c1,.,100,113,.,103,107,96,106
O=P(O)(O)c1cccc(Cl)c1,82,94,96,103,110,103,100,107
O=C(Nc1ccccc1)N1CCN(C(=O)Nc2ccccc2)CC1,96,.,99,104,99,110,106,93
CC(C)N(C)CCOC(=O)C(c1ccccc1)C1CCCC1 (configuration not stated),87,86,100,104,98,108,101,100
COC(=O)c1c(C(=O)OC)c(-c2cccc(Cl)c2)n2c1CCC2,80,84,92,100,102,87,96,99
CC(O)CCC1CCCO1 (configuration not stated),97,100,106,107,91,108,97,107
C/C(=C(/c1ccc(Cl)cc1)c1ccc(OCCN2CCCCC2)cc1)c1ccccc1,60,89,90,69,94,103,77,76
COc1ccc(-c2cn[nH]c2-c2ccc(OC)cc2O)cc1,80,96,90,99,119,97,93,107
NS(=O)(=O)c1cccc(N=Cc2c[nH]c3ccccc23)c1,63,107,100,78,111,95,100,102
NC(=O)CC(NC(=O)CCl)C(=O)O (configuration not stated),93,102,106,105,.,101,96,100
Cn1c(=O)cc(N2CCC[C@@H](N)C2)n(Cc2cc(F)ccc2C#N)c1=O,90,93,100,114,88,100,95,115
NC(=O)c1ccccc1OCC(O)CO (configuration not stated),100,98,119,108,110,103,101,103
COc1c(N2CC3CCCNC3C2)c(F)cc2c(=O)c(C(=O)N/N=C/c3ccc(F)cc3)cn(C3CC3)c12 (configuration not stated),81,88,89,98,101,104,88,69
COc1ccccc1/C=N/NC(N)=O,91,95,104,103,96,113,105,.
CCOC(=O)N/N=C/C=N/NC(=O)OCC,96,94,115,127,111,107,106,102
COC(=O)c1cnc(Sc2cc(C(F)(F)F)cc(C(F)(F)F)c2)nc1C(F)(F)F,82,.,89,91,93,113,80,87

# Entries of single compounds, quoted from the list. Order of screens: UO-31, CAKI-1, NCI/ADR-RES, IGROV1, TK-10, ACHN, SN12C, 786-0
# CC(C)N(C)CCOC(=O)C(c1ccccc1)C1CCCC1 (configuration not stated) is entered as 87, 86, 100, 104, 98, 108, 101, 100
# CC(=O)OC1C(COS(C)(=O)=O)OC(OC2(COS(C)(=O)=O)OC(COS(C)(=O)=O)C(OC(C)=O)C2OC(C)=O)C(OS(C)(=O)=O)C1OC(C)=O (configuration not stated) is entered as 84, 98, 109, 106, 100, 104, 98, 104
# C#CCOc1cc(/C=N/Nc2nc(-c3ccc(OC)cc3)cs2)ccc1O is entered as 73, 78, 85, 92, 94, 91, 87, 93
# COc1cc(C)c2ccccc2n1 is entered as 89, 92, 112, 105, 101, 100, 96, 101
# O=P(O)(O)c1cccc(Cl)c1 is entered as 82, 94, 96, 103, 110, 103, 100, 107

# (listing goes on)
SMILES,UO-31,CAKI-1,NCI/ADR-RES,IGROV1,TK-10,ACHN,SN12C,786-0
OC1CCCC(O)C1 (configuration not stated),85,93,99,.,95,102,.,104
O=C(c1nc2ccccc2[nH]1)C1[C@@H](c2ccc(Cl)cc2Cl)C2CC3CCCCC3N2[C@@]12C(=O)Nc1cc(Cl)ccc12 (some centres not stated),29,54,56,37,84,44,50,55
COc1cc(C2CC(=O)Nc3ncn(-c4ccc(F)cc4)c32)cc(OC)c1OC (configuration not stated),87,96,110,110,98,101,107,102
O=C([C@H]1C[C@H]1c1ccc(S(F)(F)(F)(F)F)cc1)N1CCN(c2cc(Cl)ccc2C(F)(F)F)CC1,68,67,96,73,94,93,101,89
COc1ccc(C2Nc3nc(-c4cccnc4)nn3C(N)=C2C#N)cc1 (configuration not stated),87,87,101,101,103,101,108,104
CCC1(C)COC(c2ccc(OC)c(OC)c2)OC1 (configuration not stated),101,99,106,105,109,59,100,107
N[C@@H](COP(=O)(O)O)C(=O)O,94,98,100,106,116,105,101,96
CCOc1ccc(N=Nc2ccc(N)cc2N)cc1,57,103,111,101,101,112,104,84
COC(=O)CCCC(=O)NCc1ccc(Cl)cc1Cl,99,106,106,111,101,104,96,106
CCCCCCCCCCCCCCCCCCOCC(COCCOCC[N+]1(CCCCCC(=O)[O-])CCCC1)Oc1ncccn1 (configuration not stated),99,93,108,-15*,7.8*,69,47,53
N#C/C(=C\c1c(F)c(F)c(F)c(F)c1F)c1cc2ccccc2[nH]1,75,86,104,93,.,98,98,107
NC(=O)CC1(c2ccccc2)CCCCC1,93,97,107,.,109,104,101,97
Cc1c2c(cc3c1OCN(Cc1ccccc1)C3)OCN(Cc1ccccc1)C2,80,.,93,104,110,99,106,91
O=S1(=O)CS(=O)(=O)OCCCCCO1,.,88,103,103,91,97,95,88
C#Cc1cc(C(=O)Nc2ccc(CNCCN3CCOCC3)c(C(F)(F)F)c2)ccc1C,73,83,94,101,108,98,93,81
O=P1(NCCCNP2(=O)OC(CCl)=NC2c2ccccc2Cl)OC(CCl)=NC1c1ccccc1Cl (configuration not stated),.,88,102,104,86,108,97,97
COc1ccc2c(c1)CCNC21C(=O)N(Cc2ccc(C)cc2)c2ccccc21 (configuration not stated),70,61,92,86,105,91,89,85
O=C(O)CNC(=O)C1(N2C(=O)c3ccccc3C2=O)CCCC1,94,99,110,119,100,108,99,94
COc1ccc(C/C(=N/O)c2ccc(OC)cc2)cc1,71,96,89,81,114,100,99,98
Cc1c(C(=O)Nc2ccc(Cl)cc2)sc(N)c1C#N,39,58,75,87,80,92,75,67
O=C(Oc1ccc(Br)cc1)c1ccccc1C(=O)c1ccccc1,127,126,102,.,100,107,107,104
COc1cc(-c2nc(-c3nc4ccccc4[nH]3)cc3c2[nH]c2ccccc23)cc(OC)c1OC,24,20,32,19,.,51,40,83
O=C(Nc1ccc(Cl)c(C(F)(F)F)c1)Nc1ccc2oc(=O)ccc2c1,31,36,20,31,70,10,32,70
c1ccc(-c2nnc(-c3ccccc3)nn2)cc1,94,84,100,95,147,97,98,111
S=c1[nH]ccn1-c1c(Cl)cccc1Cl,91,.,102,.,112,101,93,99
COC(=O)C(Cc1ccc(O)cc1)NC(=O)C(COCc1ccccc1)NC(=O)OCc1ccccc1 (configuration not stated),81,97,109,104,11,96,99,99
COC1=CC(=O)C(OC)=C(OC)C1=O,104,95,100,113,115,111,101,93
Fc1ccc(C2Nc3ccccc3-n3cccc32)cc1 (configuration not stated),62,79,101,.,101,95,97,105
N#Cc1ccc(NC(=O)COc2ccc(/C=C3\C(=O)Nc4ccccc43)cc2)cc1,64,81,71,95,146,83,91,107
COc1ccc(C(=O)CSc2nc3c([nH]2)c(=O)n(C)c(=O)n3C)c(F)c1,86,95,92,51,111,111,126,100
CC(=O)OCC1CCCC(C)C1COC(C)=O (configuration not stated),88,90,98,90,124,102,96,110
CCNC(=O)COc1ccc(Br)cc1Br,85,97,108,106,86,112,103,88
CCCCCC(O)C1C(=O)OC(C)C(O)/C=C/C=C/C=C/C=C/C=C(\C)C(O)CC(O)CC(O)CC(O)CC(O)CC(O)CC1O (configuration not stated),64,95,96,91,111,100,97,104
CCO/C=C1\SC(=O)NC1=Nc1cccc(O)c1,88,90,99,100,104,101,97,104
COc1ccc(Oc2nc(Nc3ccc(N4CCOCC4)cc3)ncc2NC(=O)Nc2cccc(OC)c2)cc1,76,62,85,76,76,68,51,81
Cc1cc(=O)n2nnc3c4ccccc4ccc3n12,47,68,68,62,74,78,37,90
NNc1nc2c(cnn2-c2ccccc2)c2nc(N)nn12,69,84,99,69,113,95,95,110
